SIAE inh – blocks human sialic acid acetylesterase; Q9HAT2; SIAE FP-Rh probe binding, fluorescence polarization; inhibition, % at 9.66 µM; 0.69% of 370,000 active; AID 1053197;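 active means inhibition above a cutoff: mean of compounds within the control limits plus 3 SD of those, cut at about 17% in these data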;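 further: 0% = plate median of compound wells and 100% = probe without SIAE protein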
TDP2 inh – TDP2 (human) inhibition, absorbance primary screen; inhibition, % at 12.8 µM; O95551; recombinant TDP2, T5PNP hydrolysis, p-nitrophenol absorbance 415 nm; 0.34% of 370,000 active;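 active means inhibition above the mean of all tested compounds plus 3 SD, set per campaign, cut at about 25% in these data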;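 further: 0% = DMSO with enzyme and 100% = buffer with substrate but no TDP2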
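System – recombinant human TDP2 · Amount – 120 nM TDP2 per well · Buffer or medium – Mg2+-containing Tris-HCl buffer, pH 7.5 · Reagent – T5PNP substrate, 5 mM · Dosing – 12.8 µM single point, 1% DMSO · Incubation – 2 h at 37 °C · Measured by – epi absorbance · Read-out basis – percent inhibition · Benchmarks – high control without enzyme, low control DMSO plus TDP2 · Repeats – singlicate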
LEDGF integ inh – blocks HIV-1 LEDGF/p75-dependent DNA integration. TR-FRET IN-LEDGF/p75 DNA integration, Eu/Cy5. inhibition, % at 3.7 µM. 0.64% of 370,000 active. AID 743269;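 active means inhibition above the screen-wide mean plus 3 SD, cut at about 13% in these data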;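 further: signal is the Cy5 over europium emission ratio at 671 and 618 nm; 0% = plate median of compound wells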
ABHD4 inh – inhibits mouse alpha/beta hydrolase domain 4. Q8VD66. purified mABHD4, FP-Rh probe fluorescence polarization. inhibition, % at 8.92 µM. 0.54% of 370,000 active;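 active means inhibition exceeding the mean over every tested compound plus 3 SD, cut at about 30% in these data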;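 further: 0% = plate median of compound wells and 100% = S159A mutant with DMSO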
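assay system = mABHD4 protein | compound dosing = single nominal dose of 8.92 µM, 0.89% DMSO final | read-out basis = percent inhibition of probe binding, normalized to plate controls | schedule = Enzyme–compound pre-incubation 45 min, then probe 60 min, both 25 °C | detection = fluorescence polarization, excitation 525 nm, emission 598 nm, BODIPY TMR filters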
rCAG binder – binds r(CAG) RNA repeats; r(CAG) RNA repeat, TO-PRO-1 dye displacement fluorescence; inhibition, % at 3 µM; 1.3% of 370,000 active; AID 651821;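 active means inhibition above the plate cutoff, the mean of all test compounds on that plate plus 3 SD, cut at about 35% in these data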;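 further: 0% = DMSO alone and 100% = 100 µM mitoxantrone as full dye displacement; higher means more dye released from RNA so lower well fluorescence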
TCR CD3 inh – blocks the human TCR-CD3 interaction. inhibition, % at 9.4 µM. AID 651800. TAMRA-labeled TCR probe fluorescence, biochemical. 0.37% of 360,000 active; in the data active means inhibition above about 19%;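 further: recombinant mutant TCR 2C K166C tagged with TAMRA read by polarization; 0% = receptor in buffer alone and 100% = receptor with positive control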
PRMT1 inh – inhibitors of human PRMT1; Q99873; recombinant PRMT1, activity-based probe fluorescence polarization; inhibition, % at 2.79 µM; 1.3% of 370,000 active; AID 652257;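 active means inhibition above about 21% made by adding two undisclosed values, limit read from the data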
Target sequence (Q99873 whole entry, looked up): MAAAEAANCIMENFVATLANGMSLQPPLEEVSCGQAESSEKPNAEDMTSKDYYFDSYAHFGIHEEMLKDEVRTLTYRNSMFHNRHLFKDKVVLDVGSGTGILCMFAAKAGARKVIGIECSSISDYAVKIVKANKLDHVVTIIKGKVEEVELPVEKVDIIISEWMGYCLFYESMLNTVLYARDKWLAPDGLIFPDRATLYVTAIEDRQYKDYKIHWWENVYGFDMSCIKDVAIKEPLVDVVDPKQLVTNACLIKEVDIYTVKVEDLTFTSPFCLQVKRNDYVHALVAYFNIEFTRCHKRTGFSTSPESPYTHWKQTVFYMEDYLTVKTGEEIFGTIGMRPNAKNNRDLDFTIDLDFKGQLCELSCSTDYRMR
HTRA1 inh – blocks human HTRA1 serine peptidase; Q92743; recombinant HTRA1, FP-rhodamine activity-based probe, fluorescence polarization; inhibition, % at 5.96 µM; 0.5% of 340,000 active; in the data active means inhibition above about 36%;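 further: 0% = enzyme with DMSO and 100% = wells lacking enzyme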
Target sequence (Q92743 whole entry, looked up): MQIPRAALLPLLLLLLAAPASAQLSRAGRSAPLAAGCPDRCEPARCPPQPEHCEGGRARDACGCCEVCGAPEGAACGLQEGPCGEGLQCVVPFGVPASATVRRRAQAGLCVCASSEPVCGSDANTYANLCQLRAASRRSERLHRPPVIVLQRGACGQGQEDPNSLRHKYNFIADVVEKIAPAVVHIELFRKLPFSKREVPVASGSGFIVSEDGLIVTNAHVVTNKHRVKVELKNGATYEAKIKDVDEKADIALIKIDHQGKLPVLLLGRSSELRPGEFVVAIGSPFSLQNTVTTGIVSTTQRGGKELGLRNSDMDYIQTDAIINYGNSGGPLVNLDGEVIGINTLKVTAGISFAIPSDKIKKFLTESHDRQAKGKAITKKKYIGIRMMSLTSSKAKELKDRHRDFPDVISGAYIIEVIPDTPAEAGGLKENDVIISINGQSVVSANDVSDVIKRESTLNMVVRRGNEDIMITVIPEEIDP
MBD2 DNA inh – MBD2-methylated oligo binding inhibition | TR-FRET, MBD2 binding to methylated oligonucleotide | inhibition, % at 4.4 µM | 0.31% of 370,000 active; in the data active means inhibition above about 13%
GC-B act – GC-B (human) receptor activation | HEK293-GC-B cells, CNP EC30, cGMP TR-FRET; 0% at EC30 CNP, 100% saturating CNP | activation, % at 10 µM | 0.11% of 370,000 active | AID 1920062;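 active means activation at 10 µM reaching about 35% in either raw or pattern-adjusted values, limit read from the data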
* marks the source's active call; other numbers are inactive results; x = no result given. The list is partial. The share of hits here may be higher or lower than overall.

SMILES	SIAE inh	TDP2 inh	LEDGF integ inh	ABHD4 inh	rCAG binder	TCR CD3 inh	PRMT1 inh	HTRA1 inh	MBD2 DNA inh	GC-B act
COc1cc(F)c(S(=O)(=O)N2CCCN(S(=O)(=O)c3cccc(N)c3)CC2)c(F)c1	-5	13	0	-2	x	x	-2	x	5	-2
COc1ccc2c(c1)CCCC21NC(=O)N(CC(=O)N2CC(C)OC(C)C2)C1=O (stereo unspecified)	-12	-22	2	-5	0	3	-2	8	3	1
O=C1CCCN1c1ccc(S(=O)(=O)NCc2ccc(F)cc2)cc1	-4	3	2	5	-1	11	-1	1	-1	-2
C[C@H](NC(=O)c1[nH]cnc1C(=O)Nc1ccc(CNC(=O)OC(C)(C)C)cc1)C(=O)OCc1ccccc1	-6	0	-1	-5	1	8	-2	-7	-4	-3
O=C(Nc1ccc(C(=O)O)cc1)/C(=C\c1cccc([N+](=O)[O-])c1)NC(=O)c1ccc(Br)o1	15	-10	-3	-1	11	2	-1	4	-2	1
CCN(CC)CCCN1C(=O)C(O)=C(C(=O)c2cc3cccc(OC)c3o2)C1c1ccncc1 (stereo unspecified)	12	3	-1	10	4	0	2	0	-3	10
CCOC(=O)c1cnc(-c2ccccc2)nc1N(C)C	-1	-4	-2	1	-5	5	-2	2	-4	1
CC1(C)c2ccccc2N2CC(=O)N[C@@]21/C=C/C=C/c1ccccc1	-3	-13	-6	-2	-6	-2	3	-23	3	14
O=C(N/N=C/c1cc([N+](=O)[O-])ccc1O)c1ccc(COc2ccc3c(c2)CCC3)o1	13	-24	-9	8	14	45*	5	29	-1	-2
CN(C)CCNC(=O)C(=O)NCC1OCCN1S(=O)(=O)c1ccc2c(c1)OCCO2 (stereo unspecified)	6	16	1	0	2	5	-2	-3	-4	0
O=C(Cc1ccccc1)NCC(=O)N/N=C/c1cccnc1	2	-5	-2	5	-1	1	-4	7	-2	4
CCN(CC)C(C)C(=O)NCC1(c2ccccc2)CCOCC1 (stereo unspecified)	2	-8	3	8	-5	1	-1	6	-2	2
N#Cc1ccccc1S(=O)(=O)N1CCN(C(=O)C2COc3ccccc3O2)CC1 (stereo unspecified)	1	6	-1	-2	7	1	-3	-8	3	1
COc1ccc(OC)c(-c2cc(C(=O)Nc3c(C)nn(Cc4ccc(Cl)cc4)c3C)no2)c1	-22	5	-3	-3	-2	-2	0	-13	-1	-2
COc1cc(C(=O)N2C(=O)c3cccc(N)c3C2=O)cc(OC)c1OC	-5	14	4	0	-1	3	0	-3	2	-1
C[C@H](CO)N1C[C@H](C)[C@@H](CN(C)S(=O)(=O)c2ccc(F)cc2)Oc2ccc(NC(=O)NC3CCCCC3)cc2C1=O	1	-6	0	0	4	3	-5	-3	-1	-4
CCOc1ccc(N(C)C(=O)CCc2nnc3ccc(N4CCC5(CC4)OCCO5)nn23)cc1	1	2	-1	4	-7	9	0	5	-4	-4
CC(C)NC(=O)Nc1cccc2c1O[C@H](CN(C)C(=O)Nc1ccccc1)[C@@H](C)CN([C@H](C)CO)C2=O	5	11	-1	6	-2	3	6	4	6	5
CCCC1C2CN(C(C)=O)CC=C2C(C#N)=C(N)C1(C#N)C#N (stereo unspecified)	2	10	-1	8	-3	-4	2	7	0	-7
CN(C)C(CNc1ccc([N+](=O)[O-])cc1C#N)c1ccccc1 (stereo unspecified)	0	12	1	3	1	5	-2	15	-3	9
Cc1cccc(CSCC(=O)NCc2ccc(S(N)(=O)=O)cc2)c1	4	-4	2	2	2	5	-4	1	5	-5
CC1=C(C#N)C(=O)NC(C)(C)C1	-7	6	-2	0	-1	-2	5	-3	0	0
Oc1ccc(Cl)cc1C=NN1CCCCCC1	11	8	-1	3	0	-3	-4	6	-6	-2
CCOc1ccc(-c2c(C(=O)N/N=C/c3sccc3C)nnn2-c2nonc2N)cc1	-7	-6	-7	-12	10	-6	0	-12	1	-1
COc1cc(C2C(C#N)=C(N)Oc3c2ccc2ccccc32)ccc1OCC(=O)Nc1ccccc1C (stereo unspecified)	-6	2	3	-2	36*	9	3	-38	1	-4
O=c1cc(N=Nc2ccc(Cl)cc2)[nH]c(=O)[nH]1	6	12	-1	9	3	-8	7	2	-1	11
Cc1cc2[nH]c3ccccc3c2c(C)n1	4	4	2	5	5	5	-2	-4	4	-5
CC(=O)Nc1ccc(S(=O)(=O)N2c3ccccc3C(C)=CC2(C)C)cc1	-2	11	-2	-2	-2	1	1	-16	1	3
Cn1nc(C(F)(F)F)c(C#N)c1N1CCN(c2cccc(C(F)(F)F)c2)CC1	9	6	2	-2	-2	0	-8	-5	3	-10
COc1cccc(CN2CCN(C(=O)c3cc(-c4cccnc4)nc4ccc(C)cc34)CC2)c1	-2	-3	1	-2	-5	13	-2	-12	-1	4
CN(C)S(=O)(=O)n1cc(/C=C(\NC(=O)c2ccccc2F)C(=O)N2CCCCC2)c2ccccc21	1	-2	6	9	3	0	-2	-1	2	3
COc1ccc(CNS(=O)(=O)NCc2ccc(C)cc2)cc1OC	1	6	0	-1	-3	3	0	3	-1	6
O=C(Nc1ccc(CN2CCOCC2)cc1)c1ccc(Cl)cc1Cl	-1	-13	2	1	0	3	-2	-1	-2	2
Cn1c(=O)[nH]c(=O)c2c1nc(CN1CCOCC1)n2CCCO	1	-4	-2	-1	-5	0	2	9	2	3
O=C(/C=C/c1cn(-c2ccccc2)nc1-c1ccccc1)Nc1ccc(C(=O)O)cc1	-136	17	0	-56	44*	1	-2	-39	-5	2
CC(=O)Nc1c(C)nn(C(C)=O)c1C	-4	-3	-2	-5	2	4	3	2	4	11
COc1ccc(-n2c(COc3ccccc3)nnc2SCC(N)=O)cc1	0	-11	-1	2	-3	12	-1	0	-1	-12
CCS(=O)(=O)N1CCC(C(=O)NCCc2ccccc2)CC1	1	-12	0	-6	-3	-2	-3	-1	4	-1
CC1Cc2[nH]c(=S)[nH]c(=O)c2C(C(C)C)O1 (stereo unspecified)	5	1	0	1	0	1	0	x	4	2
CCN(CC)S(=O)(=O)c1ccc(OC)c(NC(=O)CSc2cc(Cl)ccc2Cl)c1	-23	-5	-1	-13	4	2	1	-43	5	-1
CC1(C)C(C=C(Cl)Cl)C1C(=O)OCc1cccc(Oc2ccccc2)c1 (stereo unspecified)	-7	-3	5	-10	3	1	-2	4	-1	-2
COc1ccccc1NC(=O)Cn1nnc(C(=O)NCCc2ccccc2)c1N	-4	9	-1	2	-3	4	2	-5	1	7
COc1ccc(-c2cc([C@H]3[C@@H]4C=CCC[C@@]4(C)C(=O)N3Cc3ccccc3)ccc2F)cc1	-5	0	2	-6	9	-4	0	-68	3	-2
Cc1ncoc1C(=O)N1CCCC(CCC(=O)NCc2ccc(F)c(F)c2)C1 (stereo unspecified)	-3	-7	3	-1	-5	-3	-1	5	1	7
Nc1nc(=O)c2ccccc2s1	-8	-11	1	-1	1	4	36*	5	1	-1

Overlap with the part before: 4 entries, followed by the next part.
SMILES	SIAE inh	TDP2 inh	LEDGF integ inh	ABHD4 inh	rCAG binder	TCR CD3 inh	PRMT1 inh	HTRA1 inh	MBD2 DNA inh	GC-B act
COc1ccccc1NC(=O)Cn1nnc(C(=O)NCCc2ccccc2)c1N	-4	9	-1	2	-3	4	2	-5	1	7
COc1ccc(-c2cc([C@H]3[C@@H]4C=CCC[C@@]4(C)C(=O)N3Cc3ccccc3)ccc2F)cc1	-5	0	2	-6	9	-4	0	-68	3	-2
Cc1ncoc1C(=O)N1CCCC(CCC(=O)NCc2ccc(F)c(F)c2)C1 (stereo unspecified)	-3	-7	3	-1	-5	-3	-1	5	1	7
Nc1nc(=O)c2ccccc2s1	-8	-11	1	-1	1	4	36*	5	1	-1
COc1cccc(NC(=O)C2CCCN2C(=O)Nc2cccc(F)c2)c1 (stereo unspecified)	-2	12	-1	3	0	3	1	-2	3	-2
COc1cccc(COc2ccc(N(C)S(=O)(=O)c3ccccc3)cc2)c1	0	-8	-1	-13	1	3	-5	-29	4	8
CCc1noc(C)c1C(=O)NCCc1ccc(F)cc1	6	7	-3	0	0	6	1	-3	2	3
CC1Cc2ccccc2N1CC(=O)Nc1ccc2c(c1)OCO2 (stereo unspecified)	0	5	1	0	21	-5	1	8	-7	4
Cc1ccc(NS(=O)(=O)c2cc(C(=O)O)ccc2Cl)cc1	1	6	-1	2	2	0	-2	0	0	-2
Cc1noc(C)c1-c1ccc(C(=O)NCc2cccnc2)c2occc12	-6	0	4	0	0	1	-8	x	7	25
Cc1c(CC(=O)N[C@@H](C)C(=O)O)c(=O)oc2cc3occ(-c4ccccc4)c3cc12	-3	16	4	1	31	1	-5	7	-3	0
O=C(NCC(c1ccccc1)c1ccccc1)[C@H](Cc1ccccc1)NC1(C(=O)NC2CCCCC2)CCCC1	3	-14	2	0	x	x	-3	x	-4	-9
COc1ccc(NC(=O)C2CC(=O)NC3=C2C(=O)CC(C)(C)C3)cc1 (stereo unspecified)	4	6	-2	-3	-9	7	0	4	5	5

Individual results from the list:
Reading for Nc1nc(=O)c2ccccc2s1 under TDP2 inh: -11
Reading for Oc1ccc(Cl)cc1C=NN1CCCCCC1 under SIAE inh: 11
Reading for CCN(CC)CCCN1C(=O)C(O)=C(C(=O)c2cc3cccc(OC)c3o2)C1c1ccncc1 (stereo unspecified) under PRMT1 inh: 2
Reading for COc1cc(C2C(C#N)=C(N)Oc3c2ccc2ccccc32)ccc1OCC(=O)Nc1ccccc1C (stereo unspecified) under ABHD4 inh: -2

Complete entries from above. Order of values: SIAE inh | TDP2 inh | LEDGF integ inh | ABHD4 inh | rCAG binder | TCR CD3 inh | PRMT1 inh | HTRA1 inh | MBD2 DNA inh | GC-B act
Listed for CN(C)C(CNc1ccc([N+](=O)[O-])cc1C#N)c1ccccc1 (stereo unspecified) = 0 | 12 | 1 | 3 | 1 | 5 | -2 | 15 | -3 | 9
Listed for Cc1cc2[nH]c3ccccc3c2c(C)n1 = 4 | 4 | 2 | 5 | 5 | 5 | -2 | -4 | 4 | -5
Listed for COc1cccc(NC(=O)C2CCCN2C(=O)Nc2cccc(F)c2)c1 (stereo unspecified) = -2 | 12 | -1 | 3 | 0 | 3 | 1 | -2 | 3 | -2
Listed for CC1=C(C#N)C(=O)NC(C)(C)C1 = -7 | 6 | -2 | 0 | -1 | -2 | 5 | -3 | 0 | 0
